KB-3-1 tox: qHTS assay for MDR1-selective chemotherapeutics: Primary screen using the parental adenocarcinoma cell KB-3-1; 400,000 compounds, 1.4% hits; Potency, µM (highest dose often 46.1 µM), for inactives: top-dose activity change, negative = cytotoxic, actives largely listed as cytotoxic; AID 1347075, 2019; KB-3-1 viability, CellTiter-Glo ATP luminescence, 72 h; also: potency is read from the fitted curve at half-maximal effect; % is scaled to controls: 0 for no effect and ±100 for the full control effect; nearly all actives have a fitted effect of over 60% in size
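Here the drug-naive KB-3-1 line serves as comparator for MDR sub-line selectivity; cells received compound titrations, 72 h at 37 °C, then CellTiter-Glo readout.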
HT1080-NT tox: qHTS for induction of synthetic lethality in tumor cells producing 2HG: qHTS for the HT-1080-NT fibrosarcoma cell line; HT-1080-NT fibrosarcoma viability, CellTiter-Glo ATP luminescence, 48 h; Potency, µM (series often up to 46.1 µM), inactives show top-dose activity, negative = less viability, most hits filed as cytotoxic; 360,000 compounds, 1.6% hits; AID 686970, 2013;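 also: NT is the 2HG producing partner of a matched IDH1 knockdown line; potency is read from the fitted curve at half-maximal effect; 0% = DMSO-treated cells and -100% = media-only wells without cells; nearly all actives have a fitted effect of over 55% in size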
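Fibrosarcoma NT cells, 750 per well in 5% FBS RPMI, were exposed to compound for 48 hours. Viability: CellTiter-Glo luminescence.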
GLP-1R agonist: qHTS of GLP-1 Receptor Agonists; HEK293 GLP-1R CRE-luciferase, luminescence, 4-6 h; cells express a hypersensitive GLP-1R form; 380,000 compounds, 0.007% hits; Potency, µM (series often up to 45.6 µM), without a hit: at the highest dose activation, usual class: activators; AID 624172, 2012; Glucagon-like peptide 1 receptor (Homo sapiens), P43220; also: potency is read from the fitted curve at half-maximal effect; % of control where 0% means no effect
Target sequence (P43220 whole entry, looked up): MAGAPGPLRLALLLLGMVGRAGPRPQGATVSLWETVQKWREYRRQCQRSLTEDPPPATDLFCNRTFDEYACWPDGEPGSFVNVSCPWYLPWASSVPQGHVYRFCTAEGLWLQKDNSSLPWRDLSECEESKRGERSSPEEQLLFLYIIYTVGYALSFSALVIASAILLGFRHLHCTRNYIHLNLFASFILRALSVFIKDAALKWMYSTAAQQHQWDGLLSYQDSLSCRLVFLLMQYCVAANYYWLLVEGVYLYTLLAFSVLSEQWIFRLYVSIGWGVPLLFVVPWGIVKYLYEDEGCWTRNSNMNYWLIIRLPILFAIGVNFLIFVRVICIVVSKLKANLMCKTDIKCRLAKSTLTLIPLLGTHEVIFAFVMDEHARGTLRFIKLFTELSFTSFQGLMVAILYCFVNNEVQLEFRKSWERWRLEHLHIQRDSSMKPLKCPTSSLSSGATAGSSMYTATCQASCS
HT1080 IDH1KD tx: qHTS for induction of synthetic lethality in tumor cells producing 2HG: qHTS for the HT-1080-IDH1KD cell line | HT-1080 IDH1 knockdown viability, ATP luminescence, 48 h | Potency, µM (titrated, usually from 46.1 µM), for inactives: top-dose activity, negative = toxicity, usual class: cytotoxic | 360,000 compounds, 2% hits | AID 686971, 2013;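 also: potency is read from the fitted curve at half-maximal effect; 0% = DMSO wells and -100% = cell-free medium wells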
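Assay cells: HT-1080 with IDH1 knockdown, 750 per well, RPMI/5% FBS. Exposure: 48 h at 37 °C following 2 h pre-incubation. Read: CellTiter-Glo luminescence; fitted concentration-response, curve class assigned.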
IL1B secr inh: qHTS for Inhibitors of Inflammasome Signaling: IL-1-beta AlphaLISA Primary Screen; activity change, % at 57.5 µM; 360,000 compounds, 4.7% hits; AID 743279, 2014; THP-1 LPS/ATP IL-1B secretion, AlphaLISA, 16 h; active compounds read low; in the data active = activity change below about -50%; inconclusive = mostly about -30% to -49%; also: % is scaled to controls: 0 for no effect and ±100 for the full control effect
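THP-1 cells pretreated 1 hr with compounds (up to 57.5 uM final), then stimulated with LPS (250 ng/mL final) plus ATP (1.25 mM final); secreted IL-1B measured by AlphaLISA after 16 hr, decreased signal indicating inhibition.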
SW480 rerep: A quantitative high throughput screen for small molecules that induce DNA re-replication in SW480 colon adenocarcinoma cells | Potency, µM (titrated, usually from 46.1 µM), without a hit: at the top dose re-replication activation, hits mostly activators | 340,000 compounds, 1.8% hits | SW480 DNA re-replication, Hoechst DNA content imaging, 48 h; also: potency is read from the fitted curve at half-maximal effect; % of control where 0% means no effect; nearly all actives have a fitted effect of over 55% in size
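First, 250 cells per well were seeded. Next, compound or vehicle (23 nL) was pinned in, plates sat 48 hr at 37 C. Finally Hoechst was added for 40 min before fluorescence scanning.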
D3 antag: qHTS of D3 Dopamine Receptor Antagonist: qHTS; 360,000 compounds, 2.5% hits; D(3) dopamine receptor (Homo sapiens), P35462; max response, negative = inhibition, %; D3R cells, DiscoveRx beta-arrestin luminescence, antagonist mode; active compounds read low; AID 652054, 2013; in the data active = max response below about -50%; inconclusive = no clear call, values can overlap the other calls; also: % is scaled to controls: 0 for no effect and ±100 for the full control effect; mostly tested at two doses, the higher about 12 µM
Target sequence (P35462 whole entry, looked up): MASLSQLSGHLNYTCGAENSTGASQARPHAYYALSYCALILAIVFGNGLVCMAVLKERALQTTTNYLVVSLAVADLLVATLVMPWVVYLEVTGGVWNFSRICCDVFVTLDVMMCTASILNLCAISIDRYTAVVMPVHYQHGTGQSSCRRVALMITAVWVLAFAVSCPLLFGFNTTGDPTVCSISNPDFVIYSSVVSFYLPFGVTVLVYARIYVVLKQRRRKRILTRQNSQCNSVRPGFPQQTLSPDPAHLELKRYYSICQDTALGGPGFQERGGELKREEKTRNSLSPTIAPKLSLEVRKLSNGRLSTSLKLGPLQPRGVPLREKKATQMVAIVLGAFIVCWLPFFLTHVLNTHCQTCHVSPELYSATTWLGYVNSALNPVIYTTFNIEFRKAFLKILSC
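Cells expressing the human receptor were seeded at 1500 cells/well, incubated overnight at 37 degrees C in 5% CO2, then exposed to library compounds with dopamine controls for 90 minutes at 37 degrees C before luminescent detection.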
KB-V1 cytotox: qHTS assay for MDR1-selective chemotherapeutics: Primary screen using the drug-selected MDR subline cells KB-V1; KB-V1 MDR cells viability, CellTiter-Glo, 72 h; Potency, µM (highest dose often 46.1 µM), for inactives: top-dose activity change, negative = cytotoxicity, most hits filed as cytotoxic; 400,000 compounds, 3.4% hits; AID 1347076, 2019; also: potency is read from the fitted curve at half-maximal effect; % is scaled to controls: 0 for no effect and ±100 for the full control effect; nearly all actives have a fitted effect of over 60% in size
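KB-V1 cells (P-gp-expressing MDR subline of KB-3-1) in phenol-red-free DMEM with 10% FBS were exposed to library compounds over a concentration series for 72 h at 37 degrees C. Viability read by CellTiter-Glo luminescence; concentration-effect curves fitted after normalization.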
D3 ag: qHTS of D3 Dopamine Receptor Agonist: qHTS; D3R DiscoveRx beta-arrestin cells, luminescence, 90 min; D(3) dopamine receptor (Homo sapiens), P35462; AID 652048, 2013; max activation, %; 410,000 compounds, 0.58% hits; in the data active = max activation above about 30%; also: 0% is about no effect; mostly tested at two doses, the higher about 12 µM
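Agonist-mode cell screen: cells plated at 1500/well and incubated overnight at 37 °C, then exposed to library compounds for 90 min at 37 °C. Detection reagent was added for 30–60 min at room temperature, and luminescence was read.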
Starred values were filed as active, the others as inactive; ? = inconclusive; · = not tested or not shown; [ ] = dose if it differs, or a comment. Unless noted, calls follow the shape of the dose curve; as a rule, active = well fitted curve in the direction sought with a large enough effect; inconclusive = small, poorly fitted or top-dose-only effect, or another doubt; inactive = no such curve, though single readings can be large; an effect the other way counts as inactive or inconclusive.

1) O=[N+]([O-])c1ccc(Cl)cc1N1CCOCC1
2) O=C(CCCN1C(=O)c2ccccc2C1=O)Nc1ccc2c(c1)OCCO2
3) CC1(C)OC2C(CO)OC(n3cnc4c(=S)nc[nH]c43)C2O1 (configuration not stated)
4) Cc1ccc(-n2nc(C)c(NC(=O)CCl)c2C)cc1C
5) Cc1ccc(-n2nc(C(=O)NCc3ccc(C)o3)c3c4ccccc4n(C)c3c2=O)cc1
6) CCCCn1c(N)c(N(CC(C)C)C(=O)CSc2nnc(-c3ccc(Cl)cc3)o2)c(=O)[nH]c1=O

compound no.,1,2,3,4,5,6
GLP-1R agonist,4%,9%,7%,2%,-4%,9%
KB-V1 cytotox,-12%,-4%,?,16µM*,?,10%
SW480 rerep,-5%,-1%,12%,?,16%,-241%[inhibitor]
D3 antag,12,-2,37,-8,5,1
KB-3-1 tox,-2%,2%,?,9.2µM*,?,-3%
HT1080 IDH1KD tx,-1%,13%,-25%,?,6%,19%
D3 ag,8,1,9,-4,-2,13
IL1B secr inh,-1,15,5,-104*,37,19
HT1080-NT tox,2%,15%,-25%,?,6%,11%

7) COc1cccc(C(=O)NNC(=O)Cc2ccc(Cl)cc2)c1
8) CC1Cc2ccccc2N1C(=O)CSc1nncs1 (configuration not stated)
9) CC(=O)N1CC(C)Sc2ccc(S(=O)(=O)NCc3ccccc3Cl)cc21 (configuration not stated)
10) c1ccc2sc(C3CCN(Cc4nnnn4Cc4ccc5c(c4)OCO5)CC3)nc2c1
11) N#Cc1ccc(S(=O)(=O)NC[C@H]2O[C@@H](n3ccc(N)nc3=O)[C@H](O)[C@@H]2O)cc1
12) Cc1nn(CCOc2ccccc2)c(=O)n1-c1ccc(F)cc1

compound no.,7,8,9,10,11,12
GLP-1R agonist,-2%,7%,18%,0%,-5%,1%
KB-V1 cytotox,6%,-24%,-13%,16µM*,6%,4%
SW480 rerep,-2%,-4%,?,4%,·,-2%
D3 antag,1,4,-2,8,3,0
KB-3-1 tox,3%,3%,-11%,23µM*,4%,0%
HT1080 IDH1KD tx,12%,1%,-9%,-4%,9%,14%
D3 ag,5,-4,0,-2,3,2
IL1B secr inh,-3,-5,26,-4,3,0
HT1080-NT tox,1%,1%,-6%,-3%,19%,14%

13) Cc1ccc(S(=O)(=O)NNC(=O)c2c(O)c3ccccc3[nH]c2=O)cc1
14) Cc1ccc(/C=C(\C#N)c2nc3ccccc3[nH]2)s1
15) Cc1cc(C)n(-c2nc(NCCCN(C)C)c3c4c(sc3n2)CCCC4)n1
16) COc1ccc(-c2oc3ccc(N4CCOCC4)cc3c2C#Cc2ccc(N)cc2)cc1
17) CCOC(=O)C1=C(COC(=O)c2ccc(Cl)nc2)NC(=O)NC1C (configuration not stated)
18) Cc1ccc2cc(CN(c3ccccc3)S(=O)(=O)c3ccccc3)c(=O)[nH]c2c1

compound no.,13,14,15,16,17,18
GLP-1R agonist,-3%,-2%,8%,9%,13%,13%
KB-V1 cytotox,2.6µM*,16%,?,?,5%,-19%
SW480 rerep,?,?,?,?,-3%,-18%
D3 antag,-6,?,-9,-2,6,-5
KB-3-1 tox,12%,4%,?,?,-1%,-2%
HT1080 IDH1KD tx,21%,?,?,23µM*,12%,0%
D3 ag,-3,-28,-9,2,0,-11
IL1B secr inh,7,-10,-28,47,7,-24
HT1080-NT tox,8%,-9%,15µM*,16µM*,15%,-7%

19) O=C(c1ccccc1F)N1CCC2CC1c1cc(N3CCCCC3)ccc12 (configuration not stated)
20) Cc1ccc(-c2nc3ncccn3c2Nc2ccc3c(c2)OCO3)o1
21) CCN(C(=O)COC(=O)CCn1c(C)csc1=O)c1c(N)n(Cc2ccccc2)c(=O)[nH]c1=O
22) N#CCCn1cc(C(N)=O)c(-c2cccs2)n1
23) COc1ccccc1-c1noc(CCC(=O)Nc2cc(C(F)(F)F)ccc2Cl)n1
24) O=C(Cc1ccsc1)OCC(=O)c1ccccc1

compound no.,19,20,21,22,23,24
GLP-1R agonist,-5%,1%,-11%,1%,12%,13%
KB-V1 cytotox,4%,5%,5%,15%,-21%,32%
SW480 rerep,·,10%,-5%,3%,-1%,-1%
D3 antag,-29,18,3,-14,-10,15
KB-3-1 tox,-4%,21%,0%,1%,?,8%
HT1080 IDH1KD tx,-4%,4%,14%,10%,-2%,-1%
D3 ag,-1,-2,0,2,30*,2
IL1B secr inh,37,-8,0,13,2,10
HT1080-NT tox,-3%,2%,7%,0%,-8%,0%

The last 4 records of the part before open the next one:
21) CCN(C(=O)COC(=O)CCn1c(C)csc1=O)c1c(N)n(Cc2ccccc2)c(=O)[nH]c1=O
22) N#CCCn1cc(C(N)=O)c(-c2cccs2)n1
23) COc1ccccc1-c1noc(CCC(=O)Nc2cc(C(F)(F)F)ccc2Cl)n1
24) O=C(Cc1ccsc1)OCC(=O)c1ccccc1
25) COc1cc(OC)c2ccc(=O)oc2c1C(CC(=O)N1CCOCC1)c1ccc2c(c1)OCO2 (configuration not stated)
26) O=c1[nH]c(CN2CCc3ccccc3C2)nc2ccccc12
27) CC1CCN(c2cc(C#N)c(C#N)cc2[N+](=O)[O-])CC1
28) C=C(C)COc1ccc(C2NC(=O)c3ccccc3O2)cc1OCC (configuration not stated)
29) COc1ccc(CN2C(=O)c3cccnc3C2=O)cc1S(=O)(=O)NC(C)C
30) CCC(C)(C)NC(=O)/C=C/c1cccs1

compound no.,21,22,23,24,25,26,27,28,29,30
GLP-1R agonist,-11%,1%,12%,13%,7%,-2%,3%,0%,-1%,0%
KB-V1 cytotox,5%,15%,-21%,32%,5%,?,4%,?,-10%,-23%
SW480 rerep,-5%,3%,-1%,-1%,23%[9.22 µM],-4%,-9%,-4%,-19%,-13%
D3 antag,3,-14,-10,15,40,-1,8,7,-7,-1
KB-3-1 tox,0%,1%,?,8%,4%,14%,-9%,1%,-5%,17%
HT1080 IDH1KD tx,14%,10%,-2%,-1%,5%,-3%,1%,10%,13%,8%
D3 ag,0,2,30*,2,4,0,1,21,-4,-6
IL1B secr inh,0,13,2,10,2,44,12,2,0,-9
HT1080-NT tox,7%,0%,-8%,0%,3%,-3%,12%,2%,14%,7%

31) COc1ccc(CNc2nn[nH]n2)cc1OC
32) COc1ccc(/C=C(\C#N)C(=O)OCC(=O)NCc2ccccc2Cl)cc1
33) CCOC(=O)C(C)CC(C)C(=O)N1CCOCCN(C(=O)C(C)CC(C)C(=O)OCC)CCOCC1 (configuration not stated)
34) COc1cccc(NC(=O)COC(=O)CCS(=O)(=O)c2ccc(C)cc2)c1
35) Cc1cccc2sc(NS(=O)(=O)c3ccccc3)nc12
36) C=CCOc1cccc(C(=O)Nc2ncn[nH]2)c1

compound no.,31,32,33,34,35,36
GLP-1R agonist,-4%,-1%,-8%,-9%,-2%,-5%
KB-V1 cytotox,4%,3%,-10%,2%,13%,-2%
SW480 rerep,-8%,-8%,0%,-2%,?,-5%
D3 antag,7,-27,14,4,-64*,-3
KB-3-1 tox,-1%,-3%,5%,8%,13%,6%
HT1080 IDH1KD tx,5%,-3%,11%,20%,-2%,16%
D3 ag,8,-1,3,2,-2,1
IL1B secr inh,0,6,-6,21,6,5
HT1080-NT tox,11%,-1%,12%,18%,-15%,7%

37) CCc1cccc(C)c1NC(=O)COC(=O)Cn1c(C)csc1=O
38) COc1cc2c(cc1OC)C1=NC(=O)CN1C(SCc1ccccc1)=N2
39) CN1CCN(CC(=O)NN2CC(=O)N(c3ccc(F)cc3)CC2=O)CC1
40) CCn1nc(NC(=O)Cc2ccc(OC)cc2)c2cc3cccc(C)c3nc21
41) CC(C)c1ccc(Nc2cc(C(=O)NCc3cccs3)c3ccccc3n2)cc1
42) C=CCn1c(SCC(=O)NC23CC4CC(CC(C4)C2)C3)nc(O)cc1=O

compound no.,37,38,39,40,41,42
GLP-1R agonist,5%,11%,2%,6%,0%,-22%
KB-V1 cytotox,11%,-14%,14%,-1%,15%,10%
SW480 rerep,-450%[inhibitor],3%,-3%,?,·,0%
D3 antag,-2,-1,0,-13,·,11
KB-3-1 tox,4%,-12%,1%,-7%,0%,4%
HT1080 IDH1KD tx,8%,-3%,13%,12%,·,0%
D3 ag,-16,5,4,-10,4,2
IL1B secr inh,-19,-9,0,-9,·,42
HT1080-NT tox,0%,-2%,0%,-3%,·,0%

43) COc1ccc(OCC(=O)Nc2cc(-c3nn(C)c(=O)c4ccccc34)ccc2N2CCOCC2)cc1
44) O=C(CNC(=O)/C(=C\c1ccc(F)cc1)NC(=O)c1ccccc1)OCc1ccccc1
45) COC(=O)c1cc(=O)n(Cc2ccco2)c(=Nc2ccc(F)cc2)s1
46) Cc1ccc(S(=O)(=O)Oc2ccccc2/C=N/O)cc1
47) O=C(Nc1cccc(Cl)c1)OCCOc1ccccc1
48) COc1ccc(CC(C)N2CCN(c3ccccc3OC)CC2)cc1OC (configuration not stated)

compound no.,43,44,45,46,47,48
GLP-1R agonist,10%,-9%,-7%,6%,19%,-1%
KB-V1 cytotox,?,6%,23µM*,-8%,1%,?
SW480 rerep,8%,-6%,7%,0%,-6%,-2%
D3 antag,10,-23,-24,-1,-1,-93*
KB-3-1 tox,?,21%,?,4%,-2%,-7%
HT1080 IDH1KD tx,0%,3%,?,1%,0%,?
D3 ag,7,3,-10,-6,-2,-37
IL1B secr inh,·,-3,-18,-11,-3,0
HT1080-NT tox,15%,-30%,23µM*,9%,7%,?

Assay outcomes deposited in PubChem by National Center for Advancing Translational Sciences (NCATS).
